Myeloid diff MLP: myeloid differentiation induction | ER-HoxA9 myeloid progenitors, lysozyme-GFP differentiation, flow cytometry | calls only at 10 µM | hit rate 1% among 360,000;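 active = normalized GFP-positive differentiation at or above the plate's own cutoff, the solvent-only control mean plus 3 SD; inconclusive = no clear call, values can overlap the other calls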;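 note: cells exposed to compound for four days before flow analysis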
NTR1 ag: agonists of NTR1, primary screen, imaging, U2OS cells, beta-arrestin-GFP, high content (AID 493036); P30989; NTR1-U2OS beta-arrestin-GFP spot imaging, agonist mode; activation, % at 20 µM; hit rate 0.17% among 330,000;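 active = activation at or above 40% of the spot to cytoplasm intensity ratio, with at least 20 cells analyzed; inconclusive = wells under 20 cells, flagged as cytotoxic or low count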;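 note: 0% = DMSO without peptide and 100% = 100 nM NTR1 peptide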
Target sequence (P30989 whole entry, looked up): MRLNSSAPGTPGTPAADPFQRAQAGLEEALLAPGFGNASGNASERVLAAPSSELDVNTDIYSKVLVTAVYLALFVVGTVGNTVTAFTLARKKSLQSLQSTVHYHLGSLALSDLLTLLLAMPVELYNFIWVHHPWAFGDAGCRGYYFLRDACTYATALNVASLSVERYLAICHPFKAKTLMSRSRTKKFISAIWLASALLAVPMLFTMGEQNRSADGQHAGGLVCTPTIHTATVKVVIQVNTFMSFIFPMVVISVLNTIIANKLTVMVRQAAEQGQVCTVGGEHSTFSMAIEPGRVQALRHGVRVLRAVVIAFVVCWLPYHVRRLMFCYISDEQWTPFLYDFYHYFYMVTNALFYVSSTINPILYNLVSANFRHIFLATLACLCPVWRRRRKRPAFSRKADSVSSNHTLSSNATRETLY
RSV antiviral HEp-2: inhibition of RSV-induced cytopathic effect – HEp-2 cells, primary 10 µM value included (AID 2391) | HEp-2 cells, RSV-induced CPE inhibition; higher % means a stronger effect | hit rate 0.13% among 310,000 | CPE inhibition, % at 10 µM, or IC50 in µM where a hit was titrated; in the data active = a potency from the dose series; inconclusive = CPE inhibition mostly from about 23% at the one dose, without a potency; inactive = the rest, 99 in 100 with CPE inhibition below about 21%; note: strong numbers were not always called active
Large T inhibition: SV40 large T antigen inhibitors, biochemical (AID 1903); SV40 large T antigen ATPase/helicase inhibition assay; higher % means a stronger effect; one-dose inhibition, % at 20 µM; IC50 in µM for titrated hits; hit rate 0.39% among 310,000; in the data active = a potency from the dose series; inconclusive = inhibition mostly from about 32% at the one dose, without a potency; inactive = the rest, 99 in 100 with inhibition below about 32%; note: strong numbers were not always called active
Rac1 GTP hydrolysis: MgcRacGAP GTPase-activating activity inhibitors, confirmation, biochemical, ADP Hunter fluorescence. MgcRacGAP-stimulated Rac1 GTP hydrolysis, ADP Hunter fluorescence; higher % means a stronger effect; GST-tagged Rac1 F28L mutant substrate. inhibition, % at 30 µM, or IC50 in µM where a hit was titrated. hit rate 0.6% among 340,000;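 active = first-screen hits whose inhibition reached a set limit at any dose in the follow-up dose series; inconclusive = inhibition above the set first-screen limit but never retested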;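 note: fluorescence reports GDP produced by GAP-driven GTP hydrolysis; strong numbers were not always called active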
T cell modulator: T cell immune modulation candidate | 2C CD8+ T cell-vesicle binding, flow cytometry; active compounds read low | calls only at 7 µM | hit rate 0.068% among 330,000;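 active = response, share of CD8 T cells binding vesicles, and their 90th percentile fluorescence all below set limits, cut at about 80% in these data, passing the limit was not always enough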
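System: murine 2C transgenic CD8+ T lymphocytes; also added: QL9-loaded Drosophila micro-vesicles; times: binding 1.5 h at 37 °C; measured by: flow cytometry, PE anti-B7-1 (FL2) versus Alexa647 anti-CD8 (FL8), PFA-fixed; control set: Peptide-free naked vesicles (low) and QL9 vesicles with 0.7% DMSO vehicle (high)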
PhoP inhibition: inhibitors of PhoP regulon expression, primary screen, Salmonella Typhimurium, GFP reporter (AID 1863). S. Typhimurium PhoP-regulated promoter GFP reporter, 4 h; higher % means a stronger effect. inhibition, % at 50 µM; hits with a dose series show IC50 in µM. hit rate 0.16% among 300,000;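 active = inhibition over 29.93%, a cutoff 3 SD above the screen mean, later confirmed by dose response; inconclusive = inhibition over 29.93% but no dose response follow-up; inactive = inhibition at most 29.93% or unconfirmed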;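 note: 0% = low Mg2+ inducing control and 100% = high Mg2+ repressing control; strong numbers were not always called active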
K1F lysis inhibition: protection from phage-mediated lysis, alamar blue read-out – E. coli UTI89, K1F phage, bacterial capsule biogenesis inhibitors (AID 488966) | E. coli UTI89 K1F phage lysis, alamar blue, 2 h; higher % means a stronger effect | one-dose inhibition, % at 100 µM; IC50 in µM for titrated hits | hit rate 0.02% among 340,000;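 active = phage lysis inhibition, versus mean bacterial control, above a set limit; inconclusive = no clear call, values can overlap the other calls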;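 note: capsule biogenesis inhibitors block K1F phage lysis so surviving cells raise fluorescence; higher fluorescence means more inhibition of phage lysis; actives were called in the ten point dose series up to 300 µM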
TNAP activators: human TNAP enzyme activators, primary screen, biochemical, luminescent, no phosphate acceptor, uHTS (AID 1001); activation fold at 20 µM, or EC50 in µM where a hit was titrated; hit rate 0.03% among 200,000; purified TNAP, luminescent activation assay, no phosphate acceptor; higher activation fold means a stronger effect; in the data active = activation fold from about 3, or a potency from the dose series; inactive = the rest, 99 in 100 with activation fold below about 1.6; note: many of its hits are not listed in these tables
T cell modulator vesicle-bound %: recorded beside T cell modulator, whose call it bears; double positive events, %; measured here: CD8+ vesicle-bound cell fraction;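 binding gate set so that unloaded-vesicle control wells show 10% double positive cells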
NTR1 ag cell count 20 µM: second read-out of NTR1 ag, no call of its own (marks repeat the call); cell count; measured here: cell count, cytotoxicity flag
Myeloid diff MLP GFP+ MAC1+ %: second read-out of Myeloid diff MLP, no call of its own (marks repeat the call); GFP+ MAC1+ double positive, %; measured here: differentiation confirmed by MAC1 staining
The depositor's hits bear a star; [ ] = remark or other dose.

`CN1CCc2c(sc3c2C(=O)NC(c2ccccc2)N3)C1` (stereo not given) gave Myeloid diff MLP inactive, NTR1 ag -1.2, RSV antiviral HEp-2 1.9%, Large T inhibition -2%, Rac1 GTP hydrolysis 9%, T cell modulator inactive, PhoP inhibition -4%, K1F lysis inhibition 3.0%[50 µM], TNAP activators 1, T cell modulator vesicle-bound % 46, NTR1 ag cell count 20 µM 36 and Myeloid diff MLP GFP+ MAC1+ % 1.1.
`c1cc(-c2nnc3sc(C4CCCCC4)nn23)ccn1` gave Myeloid diff MLP inactive, NTR1 ag 1.6, RSV antiviral HEp-2 3.3%, Large T inhibition 20%, Rac1 GTP hydrolysis -6%, T cell modulator inactive, PhoP inhibition -10%, K1F lysis inhibition -0.3%, TNAP activators 1.1, T cell modulator vesicle-bound % 31, NTR1 ag cell count 20 µM 86 and Myeloid diff MLP GFP+ MAC1+ % 0.5.
`COc1ccccc1NS(=O)(=O)c1cc(NC(=O)Cn2cnc3c2c(=O)n(C)c(=O)n3C)ccc1C` gave Myeloid diff MLP inactive, NTR1 ag -0.5, RSV antiviral HEp-2 8.2%, Large T inhibition 8%, Rac1 GTP hydrolysis -10%, T cell modulator inactive, PhoP inhibition -14%, K1F lysis inhibition 4.8%, TNAP activators 0.9, T cell modulator vesicle-bound % 39, NTR1 ag cell count 20 µM 49 and Myeloid diff MLP GFP+ MAC1+ % 0.4.
For Cn1c(-c2sc3cc(C(F)(F)F)cnc3c2-c2ccccc2)n[nH]c1=S the results were Myeloid diff MLP inactive, NTR1 ag 0.0, RSV antiviral HEp-2 2.5%, Large T inhibition 6%, Rac1 GTP hydrolysis 7%, T cell modulator inactive, PhoP inhibition 1%, K1F lysis inhibition 1.0%, TNAP activators 0.9, T cell modulator vesicle-bound % 54, NTR1 ag cell count 20 µM 46 and Myeloid diff MLP GFP+ MAC1+ % 0.2.
COc1cc(OC)c(C(=O)OCC(=O)Nc2ccccc2Cl)cc1OC was read as Myeloid diff MLP inactive, NTR1 ag -0.6, RSV antiviral HEp-2 2.1%, Large T inhibition 7%, Rac1 GTP hydrolysis 1%, T cell modulator inactive, PhoP inhibition 2%, K1F lysis inhibition -0.1%, T cell modulator vesicle-bound % 22, NTR1 ag cell count 20 µM 56 and Myeloid diff MLP GFP+ MAC1+ % 0.7.
CC(=O)n1cc(/C=N/NC(=O)c2cccc(O)c2)c2ccccc21 was read as Myeloid diff MLP inactive, NTR1 ag 1.9, RSV antiviral HEp-2 2.2%, Large T inhibition 9%, Rac1 GTP hydrolysis 9%, T cell modulator inactive, PhoP inhibition -2%, K1F lysis inhibition 0.0%, T cell modulator vesicle-bound % 17, NTR1 ag cell count 20 µM 103 and Myeloid diff MLP GFP+ MAC1+ % 0.4.
O=c1c2c3c(sc2ncn1/N=C/c1ccc([N+](=O)[O-])o1)CCCC3 was read as Myeloid diff MLP inconclusive, NTR1 ag 24, RSV antiviral HEp-2 -5.6%, Large T inhibition 8%, Rac1 GTP hydrolysis 13%, T cell modulator inactive, PhoP inhibition -4%, K1F lysis inhibition -0.6%, TNAP activators 1, T cell modulator vesicle-bound % 55 and NTR1 ag cell count 20 µM 36.
Screening COCCCNC(=O)c1ccccc1N(Cc1ccccc1)S(=O)(=O)c1ccccc1 returned Myeloid diff MLP inactive, NTR1 ag -1.4, RSV antiviral HEp-2 1.6%, Large T inhibition 9%, Rac1 GTP hydrolysis 3%, T cell modulator inactive, PhoP inhibition -3%, K1F lysis inhibition 0.0%, T cell modulator vesicle-bound % 56, NTR1 ag cell count 20 µM 50 and Myeloid diff MLP GFP+ MAC1+ % 0.2.
Screening COc1ccc(NC(=O)COC(=O)CCNS(=O)(=O)c2ccc(Cl)cc2)cc1 returned Myeloid diff MLP inactive, NTR1 ag -2.5, RSV antiviral HEp-2 1.3%, Large T inhibition 1%, Rac1 GTP hydrolysis 11%, T cell modulator inactive, K1F lysis inhibition 0.3%, T cell modulator vesicle-bound % 45, NTR1 ag cell count 20 µM 92 and Myeloid diff MLP GFP+ MAC1+ % 0.3.
`N#CC1=C(N)SC(N)=C(C#N)C1c1ccoc1` gave NTR1 ag -0.1, RSV antiviral HEp-2 -0.4%, Large T inhibition inconclusive, T cell modulator inactive, PhoP inhibition 11%, TNAP activators 1.1, T cell modulator vesicle-bound % 11 and NTR1 ag cell count 20 µM 51.
CCc1ccc(N(CC(=O)NC2CCCCC2)C(=O)CCC(=O)Nc2ccccn2)cc1 was read as Myeloid diff MLP inactive, NTR1 ag -1.2, RSV antiviral HEp-2 0.9%, Large T inhibition 10%, Rac1 GTP hydrolysis 7%, T cell modulator inactive, PhoP inhibition 0%, K1F lysis inhibition 0.3%, T cell modulator vesicle-bound % 43, NTR1 ag cell count 20 µM 61 and Myeloid diff MLP GFP+ MAC1+ % 3.8.
For Cc1cccc(N2C(=O)c3cccc4c(N(C)CCO)ccc(c34)C2=O)c1 the results were Myeloid diff MLP inactive, NTR1 ag 3.9, RSV antiviral HEp-2 0.8%, Large T inhibition 9%, Rac1 GTP hydrolysis 5%, T cell modulator inactive, PhoP inhibition -119%, K1F lysis inhibition -0.1%, TNAP activators 0.9, T cell modulator vesicle-bound % 29, NTR1 ag cell count 20 µM 56 and Myeloid diff MLP GFP+ MAC1+ % 8.1.
O=C(c1cccc(S(=O)(=O)Nc2ccc(Br)cc2)c1)N1CCC1 was read as Myeloid diff MLP inactive, NTR1 ag -0.9, RSV antiviral HEp-2 -0.5%, Large T inhibition 17%, Rac1 GTP hydrolysis 7%, T cell modulator inactive, PhoP inhibition 7%, K1F lysis inhibition -0.1%, T cell modulator vesicle-bound % 13, NTR1 ag cell count 20 µM 76 and Myeloid diff MLP GFP+ MAC1+ % 0.5.
For COc1ccc(-c2csc(NC(=O)c3ccccc3S(C)(=O)=O)n2)cc1 the results were Myeloid diff MLP inactive, NTR1 ag 2.6, RSV antiviral HEp-2 15%, Large T inhibition -2%, Rac1 GTP hydrolysis 7%, T cell modulator inactive, PhoP inhibition 7%, K1F lysis inhibition 4.2%, TNAP activators 1.1, T cell modulator vesicle-bound % 2, NTR1 ag cell count 20 µM 53 and Myeloid diff MLP GFP+ MAC1+ % 1.1.
For COc1ccc(OC)c(NC(=O)CSc2nnc(-c3ccco3)n2-c2ccc(C(=O)O)cc2)c1 the results were Myeloid diff MLP inactive, NTR1 ag -0.3, RSV antiviral HEp-2 2.0%, Large T inhibition 0%, Rac1 GTP hydrolysis 6%, T cell modulator inactive, PhoP inhibition -9%, K1F lysis inhibition -0.1%, TNAP activators 1.1, T cell modulator vesicle-bound % 33, NTR1 ag cell count 20 µM 44 and Myeloid diff MLP GFP+ MAC1+ % 0.5.
For CC(C)CNC(C)C(=O)Nc1ccc(S(N)(=O)=O)cc1 (stereo not given) the results were Myeloid diff MLP inactive, NTR1 ag -0.1, RSV antiviral HEp-2 1.4%, Large T inhibition 2%, Rac1 GTP hydrolysis 2%, T cell modulator inactive, PhoP inhibition 7%, K1F lysis inhibition 0.5%, TNAP activators 1.1, T cell modulator vesicle-bound % 8, NTR1 ag cell count 20 µM 49 and Myeloid diff MLP GFP+ MAC1+ % 0.2.
O=C(O)CC1SC(N/N=C/c2ccc(Br)cc2)NC1=O (stereo not given) was read as Myeloid diff MLP inactive, NTR1 ag 0.7, RSV antiviral HEp-2 3.9%, Large T inhibition 0%, Rac1 GTP hydrolysis 3%, T cell modulator inactive, PhoP inhibition -11%, K1F lysis inhibition 0.6%, TNAP activators 1.1, T cell modulator vesicle-bound % 53, NTR1 ag cell count 20 µM 34 and Myeloid diff MLP GFP+ MAC1+ % 0.3.
For C/C(=N\OCC(=O)NCC(F)(F)F)c1cc2ccccc2o1 the results were Myeloid diff MLP inactive, NTR1 ag 2.6, RSV antiviral HEp-2 2.5%, Large T inhibition -4%, Rac1 GTP hydrolysis 1%, T cell modulator inactive, PhoP inhibition -12%, K1F lysis inhibition 0.8%[50 µM], TNAP activators 1.1, T cell modulator vesicle-bound % 3, NTR1 ag cell count 20 µM 67 and Myeloid diff MLP GFP+ MAC1+ % 0.4.

Arranged by SMILES length (descending): 3 of the compounds above.
For COc1ccc(OC)c(NC(=O)CSc2nnc(-c3ccco3)n2-c2ccc(C(=O)O)cc2)c1 the results were Myeloid diff MLP inactive, NTR1 ag -0.3, RSV antiviral HEp-2 2.0%, Large T inhibition 0%, Rac1 GTP hydrolysis 6%, T cell modulator inactive, PhoP inhibition -9%, K1F lysis inhibition -0.1%, TNAP activators 1.1, T cell modulator vesicle-bound % 33, NTR1 ag cell count 20 µM 44 and Myeloid diff MLP GFP+ MAC1+ % 0.5.
O=C(c1cccc(S(=O)(=O)Nc2ccc(Br)cc2)c1)N1CCC1 was read as Myeloid diff MLP inactive, NTR1 ag -0.9, RSV antiviral HEp-2 -0.5%, Large T inhibition 17%, Rac1 GTP hydrolysis 7%, T cell modulator inactive, PhoP inhibition 7%, K1F lysis inhibition -0.1%, T cell modulator vesicle-bound % 13, NTR1 ag cell count 20 µM 76 and Myeloid diff MLP GFP+ MAC1+ % 0.5.
For C/C(=N\OCC(=O)NCC(F)(F)F)c1cc2ccccc2o1 the results were Myeloid diff MLP inactive, NTR1 ag 2.6, RSV antiviral HEp-2 2.5%, Large T inhibition -4%, Rac1 GTP hydrolysis 1%, T cell modulator inactive, PhoP inhibition -12%, K1F lysis inhibition 0.8%[50 µM], TNAP activators 1.1, T cell modulator vesicle-bound % 3, NTR1 ag cell count 20 µM 67 and Myeloid diff MLP GFP+ MAC1+ % 0.4.

Assay outcomes as filed in PubChem BioAssay.
